Pf growth 48h – P. falciparum growth inhibition at 48 hours (one generation); actives 5.9% (n = 310,000); P. falciparum luciferase growth in erythrocytes, 48 h; Potency, µM (series often up to 28.7 µM), without a hit: top-dose activity change, negative = inhibition, hits mostly inhibitors; note: potency is the fitted concentration of half-maximal effect; % is set by controls: 0 for no effect and ±100 for the full control effect
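Here the parasites carry a stable luciferase gene and grow inside erythrocytes in Albumax-based RPMI medium with compound for one erythrocytic cycle. Activity is scored as loss of luminescent signal.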
Tb PYK inh – inhibitors of Trypanosoma brucei pyruvate kinase; Q57TT1; TbPYK enzyme, Kinase-Glo Plus ATP luminescence, 45 min; Potency, µM (top dose mostly 76.8 µM), for the others: at the highest dose activity, negative = inhibition, most hits filed as inhibitors; actives 0.12% (n = 410,000); AID 624173; note: potency is the fitted concentration of half-maximal effect; % is set by controls: 0 for no effect and ±100 for the full control effect; nearly all actives have a fitted effect of over 50% in size
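TbPYK + substrate in 50 mM TEA pH 7.2, 100 mM KCl, 10 mM MgCl2, 0.05% BSA, 0.01% Tween-20; cpd pinned; ADP 130 uM final; 45 min RT; Kinase-Glo Plus 10 min; luminescence endpoint.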
AmpC no deterg – blocks E. coli AmpC beta-lactamase in detergent-free assay; AmpC nitrocefin hydrolysis, absorbance 480 nm, 0.0001% Triton; Potency, µM (doses to about 57.1 µM), without a hit: at the highest dose activity change, negative = inhibition, most hits filed as inhibitors; actives 0.52% (n = 330,000); AID 485341;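 note: potency is the fitted concentration of half-maximal effect; plate controls were no compound for no effect and no enzyme for full effect; nearly all actives have a fitted effect of over 20% in size; some results filed as inactive show a strong effect at the top dose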
Target sequence (P00811 whole entry, looked up): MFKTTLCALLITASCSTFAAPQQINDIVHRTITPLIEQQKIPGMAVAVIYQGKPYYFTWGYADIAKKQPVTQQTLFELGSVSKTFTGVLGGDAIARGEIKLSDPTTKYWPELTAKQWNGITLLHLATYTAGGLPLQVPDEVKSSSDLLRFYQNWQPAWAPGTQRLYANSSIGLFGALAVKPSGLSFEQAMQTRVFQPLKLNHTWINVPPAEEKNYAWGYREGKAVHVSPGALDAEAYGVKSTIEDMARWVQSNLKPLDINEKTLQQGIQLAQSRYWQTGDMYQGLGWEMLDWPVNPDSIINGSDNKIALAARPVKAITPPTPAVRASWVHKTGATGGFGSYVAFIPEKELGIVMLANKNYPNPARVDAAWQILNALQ
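AmpC (5.3 nM in the dispensed reagent) in 20 mM phosphate pH 7.0 with 0.01% (detergent screen) or 0.0001% Triton X-100 was preincubated with compounds for 15 min at room temperature. Nitrocefin was then added from an 800 uM solution, and hydrolysis was followed at 480 nm.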
Pf growth 96h – P. falciparum growth inhibition at 96 hours. actives 6.9% (n = 320,000). AID 504834. P. falciparum luciferase reporter growth, 96 h. Potency, µM (top dose mostly 28.7 µM), inactives show at the highest dose activity change, negative = inhibition, hits mostly inhibitors; note: potency is the fitted concentration of half-maximal effect; % is set by controls: 0 for no effect and ±100 for the full control effect
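Luminescence readout: decreased luciferase signal marks inhibited growth of reporter-expressing P. falciparum in infected red cells (2% hematocrit, 0.05% parasitemia final), exposed to compound two generations (96 h, 37 C, 5% CO2).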
Cycloheximide cs – affects cycloheximide protein synthesis inhibition readout, counter-screen. cell reporter, cycloheximide protein synthesis inhibition counterscreen. max response, %. actives 12% (n = 300,000); in the data active = max response mostly above about 13%, no sharp cut-off; inactive = mostly below about 14%; note: read at 38.3 µM for the half of the compounds with a filed dose; 0% is about no effect
LmPK inhibitor – inhibitors of Leishmania mexicana pyruvate kinase | actives 0.37% (n = 290,000) | Potency, µM (top dose mostly 57.5 µM), for inactives: at the highest dose activity change, negative = inhibition, usual class: inhibitors | AID 1721 | Q27686 | purified LmPK, Kinase-Glo ATP luminescence, 1 h; note: potency is the fitted concentration of half-maximal effect; % is set by controls: 0 for no effect and ±100 for the full control effect
Target sequence (Q27686 whole entry, looked up): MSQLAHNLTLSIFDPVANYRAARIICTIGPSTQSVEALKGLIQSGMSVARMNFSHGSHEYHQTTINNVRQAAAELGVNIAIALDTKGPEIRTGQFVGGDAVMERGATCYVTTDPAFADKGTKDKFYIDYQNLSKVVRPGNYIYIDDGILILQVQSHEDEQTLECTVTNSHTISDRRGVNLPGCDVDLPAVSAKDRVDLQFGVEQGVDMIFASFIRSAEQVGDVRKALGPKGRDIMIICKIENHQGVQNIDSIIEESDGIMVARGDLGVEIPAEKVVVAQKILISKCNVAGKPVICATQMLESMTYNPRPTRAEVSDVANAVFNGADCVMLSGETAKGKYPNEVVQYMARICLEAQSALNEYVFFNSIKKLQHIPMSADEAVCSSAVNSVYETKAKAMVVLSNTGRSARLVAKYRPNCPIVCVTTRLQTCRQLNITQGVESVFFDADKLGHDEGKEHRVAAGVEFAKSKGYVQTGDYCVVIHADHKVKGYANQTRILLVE
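In 50 mM imidazole pH 7.2 with 7 mM MgCl2, LmPK (0.1 nM) turned over PEP (0.5 mM) and ADP (0.1 mM) for 1 h at room temperature. Luciferase read-out of ATP.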
Shiga inhibitor – Shiga toxin inhibition; Vero cells, Shiga toxin protein synthesis inhibition reporter; inhibition, % at 38.7 µM; actives 9.2% (n = 290,000); AID 2315; in the data active = inhibition mostly above about 28%, no sharp cut-off; inactive = mostly below about 43%; note: 0% is about no effect
The depositor's hits bear a star; ? = inconclusive; nt = not tested or not shown; & = joins results of further samples; [ ] = dose if it differs, or a comment. Unless noted, calls come from the whole dose curve; as a rule, active = well fitted curve in the direction sought with a large enough effect; inconclusive = small, poorly fitted or top-dose-only effect, or another doubt; inactive = no such curve, though single readings can be large; an effect the other way counts as inactive or inconclusive. Rows are unselected; about 22% have a hit in one of these screens.

Preview:
item | SMILES | Pf growth 48h | Tb PYK inh | AmpC no deterg | Pf growth 96h | Cycloheximide cs | LmPK inhibitor | Shiga inhibitor
1 | COc1ccccc1/C=C(\NC(=O)c1ccccc1)C(=O)NCc1ccco1 | 6% | 0% | -8% | 0% | -1 | 2% | -3
2 | CC[n+]1c(/C=C(\C)Nc2ccccc2)sc2ccccc21 | 5.2µM* | 0% | -9% | -18% | -1 | 1% | -13
3 | CCOc1ccc(C(=O)NC(=S)Nc2ccc(N3CCOCC3)c(Cl)c2)cc1[N+](=O)[O-] | 0% | -6% | -13% | 9% | 10 | -2% | 1
4 | C=C(C)c1cccc(C(C)(C)NC(=O)N2CCN(CC)CC2)c1 | -11% | 0% | -9% | nt | -2 | -3% | -3
5 | COc1ccc(CN2C(=O)Cc3c2nc(N)c2c(N)nc(N4CCCCC4)c(C#N)c32)cc1 | ? | nt | -42% | ? | -2 | -1% | 13
6 | Cc1cccc(C(=O)NCC(=O)OCC(=O)N2CCc3ccccc32)c1 | 0% | 9% | -11% | 20% | 11 | -3% | 0
7 | CCOc1ccc(CN(C)CC(=O)NNC(=O)c2ccc(Cl)cc2)cc1OC | -3% | 0% | -8% | ? | -2 | -3% | -4
8 | COc1ccc(NC(=O)CN2CCN(CC(=O)Nc3ccc(OC)c(OC)c3)CC2)cc1 | -5% | -2% | 15% | 1% | -2 | -8% | 15
9 | COc1ccccc1CNC(=O)CCc1cn(C)c2ccccc12 | -19% | 1% | 0% | 9% | -1 | -2% | -2
10 | COc1ccccc1C(=O)NCC(=O)N/N=C/c1cn[nH]c1-c1ccccc1 | -29% | 2% | -47% | 76%[activator] | -2 | 3% | 8
11 | COc1ccc(C(=O)C2CCCN(S(=O)(=O)N(C)C)C2)c(C)c1 (stereo not given) | 258%[activator] | 0% | 11% | ? | -1 | 5% | 14
12 | Cc1ccc(C(=O)N2CCCN(c3nc4cc5c(cc4cc3C#N)OCO5)CC2)cc1 | ? | -1% | 28% | -13% | -1 | -4% | -21

The listing, from the first entry:
item | SMILES | Pf growth 48h | Tb PYK inh | AmpC no deterg | Pf growth 96h | Cycloheximide cs | LmPK inhibitor | Shiga inhibitor
1 | COc1ccccc1/C=C(\NC(=O)c1ccccc1)C(=O)NCc1ccco1 | 6% | 0% | -8% | 0% | -1 | 2% | -3
2 | CC[n+]1c(/C=C(\C)Nc2ccccc2)sc2ccccc21 | 5.2µM* | 0% | -9% | -18% | -1 | 1% | -13
3 | CCOc1ccc(C(=O)NC(=S)Nc2ccc(N3CCOCC3)c(Cl)c2)cc1[N+](=O)[O-] | 0% | -6% | -13% | 9% | 10 | -2% | 1
4 | C=C(C)c1cccc(C(C)(C)NC(=O)N2CCN(CC)CC2)c1 | -11% | 0% | -9% | nt | -2 | -3% | -3
5 | COc1ccc(CN2C(=O)Cc3c2nc(N)c2c(N)nc(N4CCCCC4)c(C#N)c32)cc1 | ? | nt | -42% | ? | -2 | -1% | 13
6 | Cc1cccc(C(=O)NCC(=O)OCC(=O)N2CCc3ccccc32)c1 | 0% | 9% | -11% | 20% | 11 | -3% | 0
7 | CCOc1ccc(CN(C)CC(=O)NNC(=O)c2ccc(Cl)cc2)cc1OC | -3% | 0% | -8% | ? | -2 | -3% | -4
8 | COc1ccc(NC(=O)CN2CCN(CC(=O)Nc3ccc(OC)c(OC)c3)CC2)cc1 | -5% | -2% | 15% | 1% | -2 | -8% | 15
9 | COc1ccccc1CNC(=O)CCc1cn(C)c2ccccc12 | -19% | 1% | 0% | 9% | -1 | -2% | -2
10 | COc1ccccc1C(=O)NCC(=O)N/N=C/c1cn[nH]c1-c1ccccc1 | -29% | 2% | -47% | 76%[activator] | -2 | 3% | 8
11 | COc1ccc(C(=O)C2CCCN(S(=O)(=O)N(C)C)C2)c(C)c1 (stereo not given) | 258%[activator] | 0% | 11% | ? | -1 | 5% | 14
12 | Cc1ccc(C(=O)N2CCCN(c3nc4cc5c(cc4cc3C#N)OCO5)CC2)cc1 | ? | -1% | 28% | -13% | -1 | -4% | -21
13 | CC(C1CC1)N(Cc1ccccc1)C(=S)Nc1ccccc1Cl (stereo not given) | ? | -2% | -60% | 12µM* | -8 | 4% | -13
14 | CCC(=O)N1CCc2cc(S(=O)(=O)CCC(=O)NCc3ccccc3OC)ccc21 | -11% | 7%&-11% | -5% | 41%[activator] | -3 | -1% | 11
15 | O=C(c1cc(C2CC2)nc2ccccc12)N1N=C(C(F)F)CC1(O)C(F)F (stereo not given) | -6% | -9% | -15% | ? | 0 | 3% | -10
16 | Cn1cc([N+](=O)[O-])c(C(=O)NC2CCCCCC2)n1 | -1% | 5% | -13% | ? | 0 | -6% | -5
17 | O=S(=O)(c1ccc(Br)cc1)N1CCN(c2ccc3nnc(-c4ccccc4)n3n2)CC1 | nt | 1% | -9% | ? | -7 | 8% | -13
18 | CCc1ccccc1NS(=O)(=O)c1c(C(=O)N2CCCCCC2)c(C)n(C)c1C | ? | 2% | 109%[activator] | 18% | -1 | 8% | -7
19 | COc1ccc(N=N/C(=C\O)C(=O)c2cccs2)cc1 | 193%[activator] | -5% | -34% | 77%[activator] | 39* | -1% | 58*
20 | Cc1c(C(=O)O)cc(-c2ccccc2)n1Cc1ccccc1 | 23% | 10% | -35% | -27% | 2 | 3% | -10
21 | Cc1ccc(-c2csc(NC(=O)C[n+]3cc(-c4ccccc4)n4c3CCC4)n2)cc1 | ? | -11% | 124%[activator] | ? | 1 | 1% | 10
22 | O=C(CCc1ccccc1)Nc1ccc(NC(=O)c2ccco2)cc1 | 11% | -1% | -48% | -19% | -2 | 3% | 39
23 | CCCCCCOc1ccc(OC(=O)c2cccnc2)cc1 | -12% | 0% | -19% | 42%[activator] | 15 | -5% | 38
24 | COc1ccc(OC)c(CCNC(=O)C2CCN(c3ncnc4c3nc3n4CCCCC3)CC2)c1 | -21% | 2%&-7% | -6% | ? | -2 | 7% | 2
25 | O=C(O)COc1ccc(NC(=O)c2ccco2)cc1 | nt | -6% | -14% | 11% | 1 | -4% | 4
26 | Nc1n[nH]c(C2CC2)c1N=Nc1ccc(Cl)cc1 | 37%[activator] | 12% | 1% | 79%[activator] | 8 | 0% | 35
27 | N#CC(=C1CCCC1)c1nc(-c2cc3ccccc3oc2=O)cs1 | 40%[activator] | -8% | -26% | 245%[activator] | 32* | -4% | 51*
28 | C[C@@H]1CN(S(=O)(=O)c2c(F)cccc2F)CCN1S(=O)(=O)c1ccc2c(c1)OCCO2 | nt | 2% | -35% | nt | 11 | nt | -2
29 | COc1ccc(/C=C(/NC(=O)c2cccc([N+](=O)[O-])c2)C(=O)O)cc1OC | 52%[activator] | -1% | 4% | ? | 5 | 4% | -9
30 | CCCC(=O)Nc1ccc(C(=O)NNC(=O)c2ccccc2Br)cc1 | 7% | -13% | 5% | 92%[activator] | 16 | 11% | -13

Reprinted at random: 2 records from the list, in no set order.
item | SMILES | Pf growth 48h | Tb PYK inh | AmpC no deterg | Pf growth 96h | Cycloheximide cs | LmPK inhibitor | Shiga inhibitor
23 | CCCCCCOc1ccc(OC(=O)c2cccnc2)cc1 | -12% | 0% | -19% | 42%[activator] | 15 | -5% | 38
3 | CCOc1ccc(C(=O)NC(=S)Nc2ccc(N3CCOCC3)c(Cl)c2)cc1[N+](=O)[O-] | 0% | -6% | -13% | 9% | 10 | -2% | 1

Next section
item | SMILES | Pf growth 48h | Tb PYK inh | AmpC no deterg | Pf growth 96h | Cycloheximide cs | LmPK inhibitor | Shiga inhibitor
31 | COc1ccc(NC(=S)Nc2ccc(OCc3ccccc3)cc2)cc1OC | 8% | -8% | -14% | 82%[activator] | 15 | 3% | 16
32 | Cc1[nH]c2ccccc2c1C(=O)C(=O)NCCC1=CCCCC1 | 2.9µM* | -6% | -5% | ? | 10 | 4% | 6
33 | Cc1ccccc1N1C(=O)CC(N(O)c2ccccc2)C1=O (stereo not given) | 64%[activator] | 1% | -12% | 6% | 11 | 2% | 37
34 | COc1ccc(-c2noc(CSc3ccc(C)cc3)n2)cc1 | nt | -25% | -30% | 5% | 10 | -2% | 14
35 | COc1ccc(-c2ccc(C#N)c(SCC(=O)NCc3ccco3)n2)cc1OC | ? | -3% | -1% | ? | 3 | 0% | -6
36 | COc1ccc(C(C(=O)NC2CCCCC2)N(C(=O)c2csnn2)C2CC2)cc1 (stereo not given) | 5% | 1% | -3% | ? | -5 | 1% | 3
37 | Cc1ccc(/C=C/C(=O)O)cc1S(=O)(=O)N1CCCc2ccccc21 | 5% | -4% | -35% | -12% | -3 | -2% | -10
38 | COc1cc(OC)cc(C(=O)N2CCN(C(=O)c3ccc(OC)c(OC)c3)CC2)c1 | -15% | 0% | 6% | ? | -4 | 1% | 10
39 | CCN(CC(=O)Nc1ccc([N+](=O)[O-])cc1OC)c1ccccc1 | ? | -3% | -30% | 9.3µM* | -4 | 1% | 23
40 | Cc1ccccc1NS(=O)(=O)c1cc(C(=O)NCc2ccncc2)ccc1Cl | -23% | -4% | -23% | ? | -5 | 3% | 19
41 | O=C(CN1CCN(CCC(=O)Nc2ccccc2F)CC1)Nc1ccc(F)cc1 | ? | 6% | -2% | 30%[activator] | 8 | -11% | -8
42 | CCOc1ccc(S(=O)(=O)N2CCN(C(=O)CN3C(=O)NC(C)(C)C3=O)CC2)cc1 | -7% | 3% | -8% | -27% | nt | nt | nt
43 | CCc1cc(C(=O)N2CCN(c3ccccn3)CC2)sc1C | 0% | 4% | 5% | 0% | 2 | -8% | -3
44 | O=C(c1nc2nc(-c3ccc(Cl)cc3)cc(C(F)(F)F)n2n1)N1CCOCC1 | 0% | -11% | -17% | 136%[activator] | 6 | -2% | 18
45 | CCOC(=O)N1CCN(CC(O)COc2ccc(CC)cc2)CC1 (stereo not given) | 28% | -1% | 50% | 12% | -8 | 6% | -8
46 | CCC12CN3CCN(CC(C3)/C1=N\O)C2 | 10% | 3% | -15% | nt | -3 | 0% | -2
47 | CC(C)Oc1ccc(S(=O)(=O)N2CCCCC2)cc1NC(=O)C1CCC1 | -21% | 2% | -9% | ? | nt | nt | nt
48 | CC(=O)Nc1nnc(CCS(=O)(=O)c2ccc(Cl)cc2)s1 | -19% | 1% | -11% | 0% | -2 | 1% | -8
49 | O=C(/C=C/c1ccccc1)Nc1ccc(N2CCCCC2)cc1 | 8% | -4% | -48% | -5% | 26* | 4% | 31
50 | CCc1ccc2[nH]c(=O)c(CN(CCO)C(=O)NCc3ccccc3)cc2c1 | -14% | 3% | 43% | 31%[activator] | -1 | 0% | -14
51 | Cc1ccc(N2CSC3=C(C#N)C(c4cccs4)CC(=O)N3C2)cc1 (stereo not given) | nt | ? | -49% | 15µM* | 11 | -22% | 31

Individual results from above:
Pf growth 48h, compound 15 : -6%
AmpC no deterg, compound 18 : 109%[activator]
